TGFb SMAD3 inh – blocks TGF-b signaling; HepG2 CAGA-GFP TGF-b/SMAD3 reporter, GFP fluorescence, 18 h; TGF-beta stimulated, 500 pg/mL final; Potency, µM (top dose mostly 46.1 µM), for inactives: at the top dose activity, negative = inhibition, hits mostly inhibitors; actives 1.2% (n = 410,000); also: potency is read from the fitted curve at half-maximal effect; % is scaled to controls: 0 for no effect and ±100 for the full control effect; nearly all actives have a fitted effect of over 65% in size
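HEPG2 CAGA-GFP, 1000 cells/well; 2 h settle, 37 C; cpd via pin tool; TGF-b 500 pg/mL final; 18 h, 37 C; GFP imaging ex488/em500-530; %Activity normalised to -TGF-b and +DMSO controls; CRC fit, curve class.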
MmCpn inh – blocks the Methanococcus maripaludis chaperonin Mm-Cpn; Potency, µM (top dose mostly 76.9 µM), without a hit: top-dose activity, negative = inhibition, hits mostly inhibitors; actives 0.031% (n = 330,000); purified Mm-Cpn ATPase, ADP Transcreener TR-FRET; also: potency is read from the fitted curve at half-maximal effect; % is scaled to controls: 0 for no effect and ±100 for the full control effect; nearly all actives have a fitted effect of over 80% in size
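25 nM Mm-CPN + cpd, 10 min 37°C; + 10 uM ATP, 30 min 37°C; buffer 30 mM Tris pH 7.4, 100 mM KCl, 5 mM MgCl2, 1 mM DTT; Transcreener ADP HTRF detection 30 min RT.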
CCT modulator – cytosolic chaperonin activity modulation. purified chaperonin ATPase assay, HTRF ADP detection, 30 min. activity change, % (test concentration not listed), hits read low. actives 0.3% (n = 360,000). AID 651819; in the data active = activity change below about -30%; also: % is scaled to controls: 0 for no effect and ±100 for the full control effect
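TRiC (40 or 20 nM final, by batch activity) in 30 mM Tris pH 7.4, 100 mM KCl, 5 mM MgCl2, 1 mM DTT was treated with compound at 76 uM single dose, then 10 uM ATP, 30 min at 37 °C. ADP was read by HTRF Transcreener.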
Akt phos inh – blocks phosphorylation of Akt. Neuro2A IGF-stimulated pAkt S473 HTRF, 20 min; active compounds read low. activity change, % for hits at 50 µM. actives 0.32% (n = 360,000). AID 651550; in the data active = activity change below about -80%; inconclusive = mostly about -51% to -80%; also: % is scaled to controls: 0 for no effect and ±100 for the full control effect
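Neuro2A cells in DMEM with 0.5% FBS, overnight at 37 deg C, given compound at single 50 µM final, then IGF (6 nM final) for 20 min at 37 deg C. Lysed; phospho-Akt Ser473 by HTRF after 24 h, 665/615 ratio.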
Nrf2 ARE act – activates Nrf2 signaling; AREc32 ARE-luciferase reporter (MCF7-derived line), luminescence, 24 h; Potency, µM (highest dose often 46.1 µM), for inactives: at the top dose activation, hits mostly activators; actives 0.31% (n = 410,000); also: potency is read from the fitted curve at half-maximal effect; % of control where 0% means no effect; nearly all actives have a fitted effect of over 65% in size
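ARE activation measured as luciferase luminescence (Steady-Glo, 30 min RT) in AREc32_Fluc cells after 24 hr compound exposure at 37 deg C, 5% CO2; cells seeded overnight at 1000/well in OPTI-MEM, 5% FBS.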
A549 tox – A549 cytotoxicity, counter-screen for Nrf2 inhibitors; A549 ARE-Fluc cells, CellTiter-Fluor viability, 18-24 h; Potency, µM (series often up to 46 µM), for inactives: top-dose activity change, negative = cytotoxicity, most hits filed as inhibitors; actives 0.16% (n = 390,000); AID 504648; also: potency is read from the fitted curve at half-maximal effect; % is scaled to controls: 0 for no effect and ±100 for the full control effect
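A549 ARE-Fluc cells in 5% FBS OPTI-MEM, 5000 cells/well, rested 2 h then exposed to compounds in concentration-response for 18-24 h at 37 °C. Viability by CellTiter-Fluor fluorescence (Ex 405/Em 525) after 30 min; luciferase luminescence (BugLite, 15 min, RT) read afterwards.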
Abeta rescue – compounds reversing amyloid beta toxicity in yeast | actives 0.063% (n = 410,000) | Potency, µM (series often up to 46.1 µM), without a hit: at the highest dose growth rescue, actives largely listed as activators | yeast expressing A-beta42, growth rescue, OD600, 48 h; response scale: 0% DMSO, 100% iron-clioquinol control; also: potency is read from the fitted curve at half-maximal effect; nearly all actives have a fitted effect of over 55% in size
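Yeast growth medium received pinned compounds, then yeast cells expressing toxic A-beta were added; plates incubated at 30 C for 48 hr. Growth read as absorbance at 600 nm, normalized to DMSO and equimolar FeCl3 plus clioquinol controls.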
HepG2 viability – HepG2 cytotoxicity, counter-screen for TGF-b inhibitors; AID 588856; Potency, µM (highest dose often 46.1 µM), for the others: at the highest dose activity change, negative = cytotoxicity, usual class: cytotoxic; HepG2 CAGA-GFP viability, ATP luminescence, 18 h; actives 0.76% (n = 410,000); also: potency is read from the fitted curve at half-maximal effect; some results filed as inactive show a strong effect at the top dose
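CellTiter-Glo luminescence gave cytotoxicity after 18 hours at 37 degrees C. The cells were HepG2 CAGA-GFP in 1% FBS DMEM, stimulated with 500 pg/mL TGF-beta after compound addition. %Activity was normalised to no-cell wells (complete cell-killing) and DMSO (no toxicity), and curves were fitted and classified.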
Nrf2 block – blocks Nrf2 signaling | A549 ARE-Fluc reporter, luciferase luminescence, 18-24 h | Potency, µM (top dose mostly 46 µM), inactives show top-dose activity change, negative = inhibition, most hits filed as inhibitors | actives 2.1% (n = 360,000) | AID 504444; also: potency is read from the fitted curve at half-maximal effect; % is scaled to controls: 0 for no effect and ±100 for the full control effect; nearly all actives have a fitted effect of over 60% in size
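Cells were seeded and rested 2 h, then exposed to compounds for 18-24 h. CellTiter-Fluor was read first as a viability measure. BugLite was added 15 min before the final luminescent read of ARE-luciferase activity in A549 cells.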
Starred values were filed as active, the others as inactive; i = inactive; u = inconclusive; x = not tested or not shown; [ ] = remark or other dose. Unless noted, calls follow the shape of the dose curve; as a rule, active = well fitted curve in the direction sought with a large enough effect; inconclusive = small, poorly fitted or top-dose-only effect, or another doubt; inactive = no such curve, though single readings can be large; an effect the other way counts as inactive or inconclusive.

Under each structure: TGFb SMAD3 inh | MmCpn inh | CCT modulator | Akt phos inh | Nrf2 ARE act | A549 tox | Abeta rescue | HepG2 viability | Nrf2 block
- CSCCC(NC(=O)c1cccc([N+](=O)[O-])c1)C(=O)O (stereo not drawn)
  2% | 0% | -1.4 | i | 0.9% | -1% | 8% | -10% | -15%
- O=C(Nc1ccc(N2CCOCC2)c(S(=O)(=O)Nc2ccccc2Cl)c1)c1ccc(F)cc1
  0% | -3% | -2.1 | i | 3.4% | -17% | 0% | -13% | u
- Cc1ccc(S(=O)(=O)NC(=O)C2(C)CCN2C(=O)CC2CCCC2)cc1 (stereo not drawn)
  -4% | x | 0.7 | i | 0.3% | x | -4% | 4% | x
- CN(CC(=O)OCC(=O)NCc1ccccc1)S(=O)(=O)c1ccc(F)cc1
  0% | 3% | -1.0 | i | 0.6% | 2% | -15% | -41% | 9%
- O=C(Cn1cccc1C(=O)c1ccccc1)NCc1cccnc1
  11% | 1% | 0.8 | i | -0.3% | -11% | 9% | 8% | 24%
- Cc1c(NC(=O)Cc2ccccc2)cccc1C(=O)NN1C(=O)c2ccccc2C1=O
  5% | 0% | 2.0 | i | -0.3% | 2% | 17% | -27% | 6%
- Cc1cc(NS(=O)(=O)c2ccc(Cl)cc2)nn1CC(=O)NCc1ccco1
  1% | 2% | -0.5 | i | 0.6% | -2% | 0% | 5% | -18%
- CCOCCc1nnc(NC(=O)c2cc(OC)c(OC)c(OC)c2)s1
  -1% | -1% | 7.6 | i | 2.7% | -1% | 5% | -44% | -8%
- COc1ccc(C2=C(C)C(N3CCC(C(=O)NCc4ccco4)CC3)=NS2(=O)=O)cc1
  -30% | x | x | x | 5.4% | -1% | -4% | -2% | u
- CN(C)C1(CNC(=O)Nc2ccccc2)CCCCC1
  13% | -1% | -0.3 | i | 0.3% | 4% | -4% | 18% | 3%
- O=C(C1CCN(c2ncnc3c2nc2n3CCCCC2)CC1)N1CCCCC1
  -16% | 1% | -3.2 | x | 0.4% | 12% | -19% | -7% | 14%
- Cc1nc(C)c(C(=O)N2CCCC(C(=O)c3ccc4ccccc4c3)C2)s1 (stereo not drawn)
  -22% | 2% | -2.5 | i | -0.1% | -3% | -18% | -18% | u
- O=C(Cc1ccccc1)Nc1cccc(C(=O)O)c1O
  14% | -7% | -2.7 | i | -0.4% | 1% | -6% | 22% | 4%
- CCc1c(C)nn(C(=O)/C(C#N)=C\N(C)C)c1C
  10% | 0% | 1.1 | i | 0.3% | 0% | -21% | -2% | 12%
- O=C(c1ccc([N+](=O)[O-])cc1)N1CCN(c2ncc(Br)cn2)CC1
  3% | 0% | -3.0 | i | 0.2% | 4% | -9% | -2% | 2%
- COc1cc(C2Nc3cc(Cl)c(S(N)(=O)=O)cc3S(=O)(=O)N2)cc(OC)c1OC (stereo not drawn)
  -1% | -1% | 0.1 | i | -0.4% | -2% | 19% | 3% | 2%
- CN1C2=C(C(=O)CC(C)(C)C2)C(c2cccs2)C2=C1CC(C)(C)CC2=O
  -2% | x | -4.6 | i | 0.1% | -14% | 6% | -42% | 0%
- CC(=O)NCC(=O)N(C)C(C(=O)Nc1ccc2c(c1)OCCO2)c1ccccc1 (stereo not drawn)
  1% | 2% | -0.2 | i | 0.7% | -4% | 7% | 1% | -9%
- O=C(CNS(=O)(=O)c1ccc([N+](=O)[O-])cc1)N/N=C\c1ccc(O)cc1
  -5% | -2% | -9.1 | i | -0.2% | 6% | -15% | -38% | -8%
- CN1CCCN(C(=O)/C=C/c2ccc(F)cc2)CC1
  -1% | 0% | -1.0 | i | 2.8% | -7% | -21% | 1% | 3%

In a second layout: results already given
mol: O=C(Nc1ccc(N2CCOCC2)c(S(=O)(=O)Nc2ccccc2Cl)c1)c1ccc(F)cc1
- TGFb SMAD3 inh: 0%
- MmCpn inh: -3%
- CCT modulator: -2.1
- Akt phos inh: i
- Nrf2 ARE act: 3.4%
- A549 tox: -17%
- Abeta rescue: 0%
- HepG2 viability: -13%
- Nrf2 block: u

mol: Cc1cc(NS(=O)(=O)c2ccc(Cl)cc2)nn1CC(=O)NCc1ccco1
- TGFb SMAD3 inh: 1%
- MmCpn inh: 2%
- CCT modulator: -0.5
- Akt phos inh: i
- Nrf2 ARE act: 0.6%
- A549 tox: -2%
- Abeta rescue: 0%
- HepG2 viability: 5%
- Nrf2 block: -18%

(list continues)
Under each structure: TGFb SMAD3 inh | MmCpn inh | CCT modulator | Akt phos inh | Nrf2 ARE act | A549 tox | Abeta rescue | HepG2 viability | Nrf2 block
- CCOC(=O)C1=C(C)N(c2ccc(C)cc2)C(=O)/C1=C\c1cccs1
  1% | 0% | 2.1 | i | 0.1% | -17% | 15% | 4% | -11%
- CCOc1c(Cl)cc(C(=O)NCCN2CCCCC2)cc1Cl
  33% | 0% | 0.6 | i | 0.2% | 7% | 15% | -9% | 6%
- O=C(CCn1c(=O)c2ccccc2n(CC(=O)Nc2cccc(F)c2)c1=O)NCCc1ccccc1
  -2% | x | x | x | -0.5% | -1% | -27% | -2% | 10%
- CCn1c(NCc2ccc(N(C)C)cc2)nc2ccccc21
  11% | -2% | -1.0 | i | 2.0% | 9% | 7% | -38% | 23%
- Cc1ccccc1/C(N)=N/OC(=O)N1c2ccccc2Sc2ccccc21
  0% | -6% | -1.5 | i | 9.1% | 8% | -7% | -88% | x
- CCN(CC)CCC(c1ccc(OC)cc1)c1c(OC)cc(OC)c2c(C)cc(=O)oc12 (stereo not drawn)
  u | x | x | x | x | 12µM* | x | 18µM* | -5%
- COc1ccc2c(C)cc(=O)oc2c1C
  4% | 0% | -0.8 | i | 0.1% | 1% | 1% | -4% | -20%
- O=C(CCCSc1nc2ccccc2[nH]1)NCc1ccccc1F
  -7% | 2% | 0.5 | i | -0.4% | 3% | -12% | -3% | 1%
- CCOc1ccccc1C(=O)Nc1cccc(-c2ccc3nncn3n2)c1
  5% | -1% | -1.3 | i | -0.2% | -3% | -12% | 15% | u
- CC(=O)Nc1ccc(NC(=O)COc2cccc3ccccc23)cc1
  1% | x | 0.8 | i | 0.4% | x | 3% | -9% | x
- O=C(Nc1ccc(C(=O)N2CCOCC2)cc1)c1cnn2c(C(F)F)cc(-c3ccccc3)nc12
  5% | -2% | -2.7 | i | -0.9%[9.22 µM] | -1% | -8% | 1% | -4%
- CCN(CC(=O)NC(=O)NC1CCCC1)Cc1ccccc1
  -1% | -2% | 1.5 | i | -1.2% | -1% | -3% | 12% | -8%
- Cc1cc(=O)oc2c(C)c(OC(C)C(=O)NC3CCN(Cc4ccccc4)CC3)ccc12 (stereo not drawn)
  -1% | 1% | 0.4 | i | -0.1% | 0% | -10% | -3% | -15%
- C/C(=N/N=C/c1ccc(N(C)C)cc1)c1ccccc1
  0% | 1% | 1.2 | i | -1.3% | 7% | 13% | -19% | u
- N#CC1=C(N)N(c2ccc(F)cc2)C(=O)C1
  -2% | -2% | 0.5 | i | -0.2% | 0% | 9% | -5% | 3%
- CCN=C(NS(=O)(=O)c1ccc(Br)cc1)c1ccc(Cl)cc1
  33%[activator] | 0% | 0.0 | i | 0.2% | 1% | 11% | 12% | 14%
- COc1ccccc1CN1C(=O)CN(C2CCCCCC2)C(=O)C1c1ccc(C)cc1 (stereo not drawn)
  -5% | x | x | x | 0.1% | 2% | -16% | -2% | x
- Cc1ccc(-c2cc(C(=O)N3CCN(C4CCS(=O)(=O)C4)CC3)c3ccccc3n2)cc1 (stereo not drawn)
  -19% | 0% | 0.8 | i | 3.2% | -6% | -11% | -34% | -1%
- COC(=O)c1nn(-c2ccccc2)c(=O)cc1Oc1ccc(Cl)cc1
  -26% | 1% | -1.7 | i | -0.5% | -13% | 25% | 3% | -12%
- COc1ccc(CC(=O)NC2CCN(CC(=O)N3CCCc4ccccc43)CC2)cc1OC
  4% | 1% | -1.8 | i | -0.1% | 10% | 0% | -22% | -8%

Copied from the list.
Reading for CCN(CC(=O)NC(=O)NC1CCCC1)Cc1ccccc1 under A549 tox: -1%
Reading for CC(=O)Nc1ccc(NC(=O)COc2cccc3ccccc23)cc1 under CCT modulator: 0.8
Reading for CCOc1ccccc1C(=O)Nc1cccc(-c2ccc3nncn3n2)c1 under A549 tox: -3%

The list continues.
canonical_smiles	TGFb SMAD3 inh	MmCpn inh	CCT modulator	Akt phos inh	Nrf2 ARE act	A549 tox	Abeta rescue	HepG2 viability	Nrf2 block
Cc1c(S(=O)(=O)Nc2cc(Cl)ccc2Cl)c(=O)n(C)c(=O)n1C	-22%	-1%	-1.2	i	-0.3%	3%	5%	8%	3%
Cc1ccc(-c2noc(C3CCCN(C(=O)c4ccc(F)cc4F)C3)n2)cc1 (stereo not drawn)	-3%	1%	0.8	i	0.3%	-24%	-17%	-17%	u
CCOC(=O)N1CCN(C(=O)CN2C(=O)/C(=C\c3cccc(OC)c3)SC2=S)CC1	25%	x	x	x	x	1%	x	24%	30%
CC(/C=N/Nc1nnc2c(n1)[nH]c1ccccc12)=C\c1ccco1	1%	1%	1.5	i	u	-5%	5%	2%	u
